GC-A act: GC-A (human) enzyme activation; P16066; HEK293 GC-A cells, cGMP TR-FRET, EC30 ANP; 0% at EC30 ANP, 100% saturating ANP; activation, % at 10 µM; 370,000 tested, 0.14% active; AID 1671463; in the data active means activation above about 40%
sPLA2-III inh: Blocks human group III sPLA2 activity; QFRET BODIPY PC-A2 liposome hydrolysis, fluorescence; 370,000 tested, 0.56% active; Q9NZ20; inhibition, % at 12.2 µM;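 active means inhibition above mean plus 3 SD of compounds lying within the high and low control bounds, cut at about 19% in these data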;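 further: 0% = median of test compound wells and 100% = no enzyme DMSO wells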
Target sequence (Q9NZ20 whole entry, looked up): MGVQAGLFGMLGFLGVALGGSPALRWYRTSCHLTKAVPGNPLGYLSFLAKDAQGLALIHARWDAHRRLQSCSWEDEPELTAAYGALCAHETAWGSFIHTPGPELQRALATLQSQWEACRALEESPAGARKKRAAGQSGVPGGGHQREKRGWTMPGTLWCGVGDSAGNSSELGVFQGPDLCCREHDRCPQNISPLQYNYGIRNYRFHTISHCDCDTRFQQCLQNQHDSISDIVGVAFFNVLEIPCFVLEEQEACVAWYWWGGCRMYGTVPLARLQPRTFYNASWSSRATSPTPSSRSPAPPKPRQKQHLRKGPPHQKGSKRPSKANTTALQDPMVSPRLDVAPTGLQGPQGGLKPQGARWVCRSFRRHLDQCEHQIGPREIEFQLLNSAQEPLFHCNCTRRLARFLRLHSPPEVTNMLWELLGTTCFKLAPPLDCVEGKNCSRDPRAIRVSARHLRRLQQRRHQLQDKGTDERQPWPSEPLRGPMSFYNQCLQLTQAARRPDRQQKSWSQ
GC-B act: GC-B (human) receptor activation | P20594 | HEK293-GC-B cells, CNP EC30, cGMP TR-FRET; 0% at EC30 CNP, 100% saturating CNP | activation, % at 10 µM | 370,000 tested, 0.11% active | AID 1920062;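 active means activation at 10 µM reaching about 35% in either raw or pattern-adjusted values, limit read from the data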
hcDAF12 agonist: activates DAF-12 receptor from parasite H. contortus; HEK293 hcDAF-12 lit1-tk-luc reporter, luminescence; 0% DMSO, 100% Δ7-dafachronic acid; activation, % at 6.8 µM; 370,000 tested, 1.4% active;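 active means activation above the mean of all tested compounds plus 3 SD, cut at about 5.5% in these data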;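 further: 100% = response to 3 µM Δ7-dafachronic acid high control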
proKLK7 act: activates the human kallikrein-7 zymogen; purified proKLK7, EDANS-DABCYL substrate fluorescence; 100% is mature enzyme control, 0% vehicle; 370,000 tested, 0.9% active; activation, % at 7 µM;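 active means activation above the mean of all tested compounds plus 3 SD, computed per campaign excluding outliers beyond control limits, cut at about 13% in these data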
Target sequence (P49862 whole entry, looked up): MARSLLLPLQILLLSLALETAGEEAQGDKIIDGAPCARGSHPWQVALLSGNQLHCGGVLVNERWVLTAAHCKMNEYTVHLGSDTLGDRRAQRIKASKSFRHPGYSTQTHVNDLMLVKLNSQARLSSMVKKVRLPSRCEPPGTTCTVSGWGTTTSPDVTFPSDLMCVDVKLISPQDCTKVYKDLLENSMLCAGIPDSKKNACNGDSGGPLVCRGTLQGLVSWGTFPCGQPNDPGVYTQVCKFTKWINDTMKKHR
hgDAF12 agonist: agonists of H. glycines DAF-12 nuclear receptor. HEK293 GAL4-hgDAF12 UAS-luciferase reporter, agonist luminescence; normalized to butyrate control. activation, % at 6.8 µM. 370,000 tested, 1.8% active;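 active means activation above a cutoff set at the mean of all screened compounds plus 3 SD, cut at about 10% in these data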;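 further: 0% = DMSO wells and 100% = sodium butyrate wells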
GAA850 FXN act: frataxin GAA850 promoter activation; HEK293 lucGAA850 FXN promoter luciferase reporter, 24 h; percent of 10 µM SAHA response; activation, % at 6 µM; 360,000 tested, 0.56% active; AID 540364;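 active means activation above the average of all compounds screened plus 3 SD, cutoff fixed separately per campaign, cut at about 7.5% in these data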;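 further: 0% = DMSO wells and 100% = 10 µM SAHA wells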
DAX1 inh-1: inhibitors of human orphan nuclear receptor DAX1 (NR0B1). P51843. HEK293 Gal4-DAX1 luciferase reporter, luminescence. inhibition, % at 6.75 µM. 340,000 tested, 0.99% active. AID 504766;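 active means inhibition above the mean over all tested compounds plus 3 SD, cut at about 4.2% in these data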;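 further: 0% = DAX1-transfected cells with DMSO and 100% = empty-vector control cells with DMSO; inhibition shows as a rise in luminescence from relieved DAX1 repression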
Target sequence (P51843 207-470 limits assumed): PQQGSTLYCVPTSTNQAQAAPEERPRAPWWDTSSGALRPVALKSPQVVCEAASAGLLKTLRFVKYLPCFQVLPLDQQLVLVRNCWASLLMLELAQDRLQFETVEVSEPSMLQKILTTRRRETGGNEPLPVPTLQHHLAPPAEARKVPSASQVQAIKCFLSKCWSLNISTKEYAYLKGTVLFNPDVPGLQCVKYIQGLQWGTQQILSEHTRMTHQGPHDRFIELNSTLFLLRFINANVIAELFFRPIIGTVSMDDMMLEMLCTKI
SMARCA2 activ: SMARCA2 function activation, primary screen. MG213 cells, MMTV-luciferase reporter, dexamethasone, overnight. activation, % at 9.1 µM. 370,000 tested, 1% active. AID 652017; in the data active means activation above about 7.8%;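 further: 0% = vehicle wells and 100% = reference activator wells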
ssDAF-12 act: activates DAF-12 receptor from parasite S. stercoralis; HEK293 ssDAF-12/GRIP1 lit1-tk-luc reporter, luminescence; % of 3 µM dafachronic acid response; 370,000 tested, 1% active; AID 652126; activation, % at 6.8 µM;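 active means activation above the mean over all tested compounds plus 3 SD, cut at about 0.9% in these data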;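 further: 0% = DMSO-only wells and 100% = 3 µM delta7-dafachronic acid wells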
DAX1 inh-2: blocks DAX1 repression of SF-1 activated StAR promoter. AID 652010. inhibition, % at 6.8 µM. HEK293T StAR-luciferase reporter, SF-1/DAX-1 repression relief. 370,000 tested, 1.1% active;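 active means inhibition above the mean over all tested compounds plus 3 SD, cut at about 3.6% in these data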;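 further: 0% = DAX-1 cells with DMSO and 100% = cells lacking DAX-1 with DMSO; higher inhibition means more luminescence from relief of DAX-1 repression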
* = called active by the depositor; x = no result given. Compounds were not picked by outcome; 6.7% or so of the library scored in one or more.

Under each structure: hgDAF12 agonist	GC-A act	DAX1 inh-1	hcDAF12 agonist	sPLA2-III inh	GAA850 FXN act	GC-B act	ssDAF-12 act	SMARCA2 activ	proKLK7 act	DAX1 inh-2
> CC1CCN(S(=O)(=O)c2ccc3c(c2)c(=O)c(C(=O)NC2CCCC2)cn3C)CC1
  1.0	3	-0.3	-0.7	6	0.0	-2	-1.2	0	-0.5	-0.3
> COC(=O)CN1C(=S)N(Cc2ccccc2)C(=O)C1CC(=O)Nc1ccc(Br)cc1 (stereo unspecified)
  -2.0	-4	0.7	-2.1	-27	-4.1	-7	-1.4	-2	-0.1	-0.8
> O=C(N/N=C\c1cc(Br)ccc1O)c1ccc(S(=O)(=O)N2CCCCC2)cc1
  -3.9	6	0.0	-0.3	-2	0.9	3	-0.9	-1	-0.4	-0.5
> Cc1nc2ccccc2c(=O)n1NC(=O)Cc1ccc([N+](=O)[O-])cc1
  -1.1	2	-0.3	0.4	1	-0.2	7	-1.2	1	0.3	-0.4
> O=C(CSc1nc(=O)n2cc(Cl)ccc2n1)Nc1cccc2ccccc12
  2.6	-4	-1.2	3.4	-4	-1.4	1	0.3	-1	0.2	-2.8
> C=C(C)c1cccc(C(C)(C)NC(=O)NC2CCN(Cc3ccccc3)CC2)c1
  -0.1	-2	-0.6	-2.4	-10	-8.2	-6	-1.6	-2	0.4	-0.3
> COc1ccc(N2C(=O)c3ccccc3NC2c2cccnc2)cc1 (stereo unspecified)
  -0.8	-3	1.3	-1.4	5	0.3	-2	-1.0	2	0.4	0.5
> CN(CC(=O)Nc1ccc(F)cc1)C(=O)CSc1nncs1
  1.6	-1	1.5	0.0	6	-1.1	-1	-0.6	6	-0.1	3.9*
> N/C(=N\OC(=O)c1ccc(OCC(F)(F)F)nc1)c1ccc(Cl)cc1
  0.9	3	1.9	-2.4	-5	0.4	-1	-0.7	-1	0.1	-0.5
> O=C(COC(=O)CSc1ccc(F)cc1)NNC(=O)c1ccc([N+](=O)[O-])cc1
  0.1	1	1.1	3.3	-10	0.6	4	-0.4	-1	0.2	0.3
> CCOc1ccc(NC(=O)NC(=O)N(C)S(=O)(=O)c2ccc(C)cc2)cc1
  3.6	1	-0.9	-1.5	0	3.0	0	-0.8	0	0.6	-0.2
> Cc1ccc2[nH]cc(S(=O)(=O)c3ccc(F)cc3)c(=O)c2c1
  -3.5	1	-1.9	-1.7	17	2.0	3	-1.4	-4	-4.3	-0.8
> Cc1cccc(N(C(=O)Cn2nnc3ccccc32)C(C(=O)NC(C)(C)C)c2ccsc2)c1C (stereo unspecified)
  2.0	-23	3.3	0.2	6	-3.9	-9	-1.0	-3	0.7	0.3
> COC(=O)c1ccc(C(=O)OC)c(NC(=O)C(C)(C)C)c1
  -0.4	-4	-0.1	1.1	12	1.0	-2	-1.0	-3	0.6	-0.2
> Cc1ccc2c(c1)cc(CN(Cc1ccc3c(c1)OCO3)C(=O)c1cnccn1)c1nnnn12
  -0.7	-11	1.6	-2.4	-1	1.8	-13	-1.4	2	-0.2	-0.4
> Cc1cc(NC(=O)/C=C/c2ccc(Br)cc2)no1
  4.3	-3	0.4	0.4	3	1.3	0	-0.7	-2	0.1	1.0
> Cc1ccc(NC(=O)CSc2nc(C)c(C)c(C)n2)c([N+](=O)[O-])c1
  -0.3	1	-1.3	-0.7	-4	2.7	5	-1.6	-1	0.5	-0.9
> COc1ccc(N2CCN(C(=O)c3cccc(N4C(=O)C5C6C=CC(C6)C5C4=O)c3)CC2)cc1 (stereo unspecified)
  -1.3	-1	0.1	-0.6	1	1.1	-11	-0.8	-3	0.1	-0.4
> COCc1cc(N2CCNC[C@@H]2C)ccc1N1C[C@@H](C)O[C@@H](C)C1
  0.4	1	x	-1.6	2	x	-1	-1.1	1	0.6	1.2
> CCOC(=O)C1CN(S(=O)(=O)c2ccc(C)cc2)c2ccccc2O1 (stereo unspecified)
  -0.3	1	0.5	3.6	-3	2.6	-5	-0.9	3	0.1	0.6
> O=c1[nH][nH]c2c([N+](=O)[O-])ccc(F)c12
  -0.6	-5	x	-1.4	2	x	-13	-0.5	0	0.9	-0.2
> CCOC(=O)CCCCC(=O)c1[nH]c(=O)[nH]c1Cn1ccnc1
  0.5	-4	0.8	-0.5	0	2.4	2	-0.6	1	-3.2	0.8
> O=C(CC1C(=O)NCCN1CC1CCCCC1)NCCc1ccc(F)cc1 (stereo unspecified)
  -1.1	2	1.8	-0.9	-1	-1.2	-2	-1.7	-4	0.3	-0.4
> O=C(Cn1nc(Cc2cccnc2)c2ccccc2c1=O)NCC1CCCO1 (stereo unspecified)
  6.9	2	-0.2	0.2	0	1.5	3	-0.4	0	0.4	1.1
> COc1cccc(OCC(O)CN2CCN(CCN3C(=O)c4cccc5cccc(c45)C3=O)CC2)c1 (stereo unspecified)
  0.5	6	-1.5	-2.0	-6	2.1	5	-1.4	1	0.3	1.1
> Cc1nc2ccccc2n1CCCOc1ccccc1
  2.3	3	0.8	-1.1	-7	2.4	-3	-0.9	-1	0.5	-0.8
> CCOP(=O)(OCC)C(Nc1cccc(C(F)(F)F)c1)c1ccc(F)cc1 (stereo unspecified)
  1.6	-9	-0.2	4.8	-2	2.8	-8	-0.8	-1	0.2	-0.6
> CCn1c(SCC(=O)O)nnc1C1CCCCC1
  -2.4	0	0.4	-1.3	0	2.1	2	-1.4	-2	-0.3	0.2
> O=CNCC(=O)NC1CCCCCC1
  1.7	5	1.3	0.0	-5	1.9	-1	-1.0	-4	0.1	1.4
> Cc1ccc(C(=O)COC(=O)CCN2C(=O)C3C4CCC(C4)C3C2=O)cc1[N+](=O)[O-] (stereo unspecified)
  -0.9	2	0.5	-1.8	-1	1.3	2	-1.1	-2	0.9	0.6

2 records drawn at random from those above:
Under each structure: hgDAF12 agonist	GC-A act	DAX1 inh-1	hcDAF12 agonist	sPLA2-III inh	GAA850 FXN act	GC-B act	ssDAF-12 act	SMARCA2 activ	proKLK7 act	DAX1 inh-2
> CCn1c(SCC(=O)O)nnc1C1CCCCC1
  -2.4	0	0.4	-1.3	0	2.1	2	-1.4	-2	-0.3	0.2
> C=C(C)c1cccc(C(C)(C)NC(=O)NC2CCN(Cc3ccccc3)CC2)c1
  -0.1	-2	-0.6	-2.4	-10	-8.2	-6	-1.6	-2	0.4	-0.3

Next part
Under each structure: hgDAF12 agonist	GC-A act	DAX1 inh-1	hcDAF12 agonist	sPLA2-III inh	GAA850 FXN act	GC-B act	ssDAF-12 act	SMARCA2 activ	proKLK7 act	DAX1 inh-2
> CCCCCCCCN1C(=O)[C@H](CC(=O)NCCC(C)C)C[C@@]2(C(=O)OCC)CCCC=C12
  0.6	-8	x	-0.9	-3	x	1	-1.3	-2	0.4	-0.9
> CC1=C(Sc2ccccn2)C(=O)NC(C)(C)C1
  -0.1	2	1.6	-0.8	-1	1.8	-2	-0.6	1	0.4	0.1
> Cc1c(C(=O)N2CCCCC2)c(S(=O)(=O)NCCc2ccccc2)c(C)n1C
  -0.9	1	-0.1	-0.3	-2	0.7	11	-0.3	-1	-0.1	-1.7
> Cc1cccc(NS(=O)(=O)c2ccc(C3CCCCC3)cc2)c1
  -5.5	-4	-2.3	-3.6	-37	-1.4	7	-1.7	-6	0.6	-2.1
> COc1ccc(C2=Nn3c(nnc3-c3cc(C)[nH]n3)SC2)cc1
  -2.1	8	2.5	-1.9	1	2.8	2	-2.3	4	0.2	0.5
> CC1CCCCC1NC(=O)/C(C#N)=C/c1ccc(F)c(F)c1 (stereo unspecified)
  -2.7	-1	-1.4	-1.6	2	1.8	-1	-1.1	5	-0.1	-0.2
> COc1ccc(N(CC(=O)NC2CCCCCC2)S(=O)(=O)c2ccccc2)cc1Cl
  0.4	-14	0.1	-1.5	0	-0.3	-16	-0.5	-1	0.2	-1.4
> S=c1sc2ccccc2n1CCc1ccncc1
  3.0	-1	0.0	1.1	2	2.6	-7	-0.7	0	0.9	-0.6
> CCOC(=O)c1c(C)nsc1NC(=O)c1ccco1
  -0.7	-2	-0.3	-2.1	-3	1.5	-2	-1.5	3	0.1	-0.4
> Cc1c(CCO)c(=O)[nH]n1S(=O)(=O)c1ccc([N+](=O)[O-])cc1
  -2.4	2	0.4	-1.1	9	-0.3	-3	-0.8	-2	-0.3	-2.9
> O=C(O)C(C/C(=N/O)c1ccc(Br)cc1)P(=O)(c1ccccc1)c1ccccc1 (stereo unspecified)
  -3.1	0	-1.7	-0.3	21*	2.6	-2	-0.7	-5	0.0	0.0
> CC(=C/c1ccc(C(C)C)cc1)/C=N/NC(=O)Cn1nc(C)cc1C
  4.1	5	-1.7	-0.2	-5	3.9	5	-0.7	-1	0.5	0.1
> CC12C=CC3(O1)C(C(=O)N(c1ccccc1)C3C(=O)NC1CCCC1)C2C(N)=O (stereo unspecified)
  2.0	2	0.0	-0.5	3	0.8	4	-0.8	-4	0.2	0.3
> COc1cccc2c1C1COC3C4CC(C(=O)O)C(C(C2)N13)N4C (stereo unspecified)
  -7.9	-3	-2.4	-5.3	1	-7.6	3	-2.4	-5	0.4	-6.0
> O=C(N[C@@H]1CCC(=O)N(CC[C@H](Sc2ccccc2)c2ccccc2)CC1)OCc1ccccc1
  -1.2	-1	2.5	-1.3	-17	0.4	-2	-1.4	0	0.7	-0.1
> COc1ccc(-c2nc3c(-c4ccc(F)cc4)cnn3cc2C)cc1F
  -1.4	7	0.0	0.9	6	-0.1	-7	-1.2	-3	-0.2	-0.4
> CCN(CC)S(=O)(=O)c1ccc(Cl)c(C(=O)NC2CCCC2)c1
  -0.5	-2	-0.3	-1.7	6	-2.0	6	-0.7	-2	-0.1	0.6
> COc1ccc(NC(=O)CCN2CCN(Cc3ccccc3)CC2)c(OC)c1
  -0.9	-4	-1.0	-1.8	-1	1.2	2	0.0	-1	-0.3	-0.1
> O=C(CNC(=O)c1ccc(Br)o1)NCc1cccc(Cl)c1
  -2.3	0	1.9	-1.1	-3	-2.8	-2	0.9	-1	-0.5	-0.9
> O=C(C1CCN(Cc2ccc(OCc3ccccc3)cc2)CC1)N1CCCC1
  2.0	4	-0.9	0.2	-4	0.5	2	-1.3	0	0.5	-0.8
> COc1ccccc1NC(=O)Cn1cnc2c(cnn2-c2ccc(C)c(C)c2)c1=O
  -3.5	4	-0.4	-3.1	-2	-3.9	2	-1.0	-1	-2.4	-0.7
> COC(=O)c1ccc(N(C(=O)c2ccco2)C(C(=O)NC2CCCC2)c2ccco2)cc1 (stereo unspecified)
  -3.2	-2	-1.2	-0.5	-3	-0.4	2	-1.5	-3	0.1	-0.1
> Fc1cccc(NC(=S)N2CCCCC2)c1
  3.6	0	0.3	-1.0	6	-0.8	2	-1.1	1	0.4	0.2
> O=C(NNC(=S)Nc1ccccc1)c1cccs1
  7.4	4	2.8	0.3	18	8.3*	2	-0.7	4	3.9	1.5
> CCSc1nc2ccccc2n1CC(=O)N1CCCCC1
  -1.3	3	1.2	-1.4	-4	-0.7	8	-0.6	-1	-0.1	-0.9
> COc1cc(-c2nc3ccccn3c2/N=C/c2ccccc2)ccc1O
  0.7	14	-0.2	-0.2	-4	-0.4	10	-1.0	-2	-131	-0.6
> CN(Cc1ccccc1)C(=O)COc1cccnc1[N+](=O)[O-]
  -0.7	6	0.0	-1.9	10	0.8	0	-1.1	-4	0.0	-0.4
